FLuc modulator: inhibits or activates purified firefly luciferase, miR-21 counter-screen. actives 6.9% (n = 360,000). purified FLuc, Km substrates, luminescence inhibition. Potency, µM (doses to about 57.5 µM), inactives show top-dose activity change, negative = inhibition, hits mostly inhibitors. P08659;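 note: potency is the fitted concentration of half-maximal effect; plate controls were vehicle for no effect and reference inhibitor for full effect; nearly all actives have a fitted effect of over 55% in size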
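Purified P. pyralis luciferase (10nM final) with 10uM D-luciferin and 10uM ATP (Km levels) in 50mM Tris acetate pH 7.5, 10mM Mg acetate, 0.01% Tween-20, 0.05% BSA; qHTS 6-point titration, ~60 µM downward; luminescence read.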
Menin-MLL TR inh: displaces Texas Red mutant MLL peptide from human menin; O00255; Menin + Texas Red MLL mutant peptide, fluorescence polarization; Potency, µM (titrated, usually from 61.6 µM), inactives show at the top dose FP activity change, negative = inhibition, most hits filed as inhibitors; actives 0.23% (n = 270,000); active = well fitted inhibition curve with a large enough effect in the polarisation, with a control signal flat, not every such curve was filed as active; inconclusive = small, poorly fitted or top-dose-only effect, or effect the other way, or a change in a side signal; inactive = no such curve, though single readings can be large or run the other way; the % refers to the polarisation; note: potency is the fitted concentration of half-maximal effect; % of control where 0% means no effect; many of its hits are not listed in these tables
PKM2 act: PKM2 (human) enzyme activation; P14618; AID 1631; purified PKM2, Kinase-Glo ATP luminescence, activation; response scale: 0% is enzyme alone, no compound; Potency, µM (highest dose often 57.5 µM), for inactives: at the highest dose activation, actives largely listed as activators; actives 0.34% (n = 260,000); note: potency is the fitted concentration of half-maximal effect; % is set by controls: 0 for no effect and ±100 for the full control effect; nearly all actives have a fitted effect of over 55% in size
Target sequence (P14618 whole entry, looked up): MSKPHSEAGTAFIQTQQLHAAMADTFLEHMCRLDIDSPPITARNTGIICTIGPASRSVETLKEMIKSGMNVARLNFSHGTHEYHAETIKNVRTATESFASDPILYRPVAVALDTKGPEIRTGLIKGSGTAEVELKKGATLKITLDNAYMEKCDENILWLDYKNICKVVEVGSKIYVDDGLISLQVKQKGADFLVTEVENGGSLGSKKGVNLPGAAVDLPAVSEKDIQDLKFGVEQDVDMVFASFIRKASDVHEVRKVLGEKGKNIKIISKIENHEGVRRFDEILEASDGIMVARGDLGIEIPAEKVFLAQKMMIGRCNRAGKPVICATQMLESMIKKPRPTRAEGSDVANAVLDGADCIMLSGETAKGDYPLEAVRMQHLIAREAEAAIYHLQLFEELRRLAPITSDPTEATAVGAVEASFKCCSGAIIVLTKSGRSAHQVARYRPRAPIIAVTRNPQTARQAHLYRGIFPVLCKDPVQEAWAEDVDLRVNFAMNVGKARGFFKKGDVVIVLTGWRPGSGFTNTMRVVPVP
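hPK-M2, >95% pure; 0.1 mM ADP / 0.5 mM PEP final; imidazole pH7.2 buffer w/ 7 mM MgCl2, 50 mM KCl; 1 h RT; Kinase-Glo lum. Intermediate enzyme activity for dual inhibitor/activator qHTS.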
ELG1 genotoxic: genotoxicity induction in ELG1-luciferase HEK293T cells; Potency, µM (series often up to 46 µM), without a hit: top-dose activity change, positive = activation, hits mostly activators; actives 1.3% (n = 330,000); HEK293T ELG1-luciferase reporter, luminescence, 16 h; AID 504466; note: potency is the fitted concentration of half-maximal effect; % of control where 0% means no effect; nearly all actives have a fitted effect of over 60% in size
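After overnight (16 hr) compound treatment at 37 °C, ELG1-luciferase HEK293T cells were lysed with ONE-Glo; luminescence quantified 30 min later at room temperature.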
Gal4-VP16 FLuc: inhibits Gal4-VP16 luciferase reporter, ROR gamma counter-screen | AID 2546 | Drosophila S2 Gal4-VP16 UAS-luciferase, luminescence, 20 h | actives 3.5% (n = 310,000) | Potency, µM (highest dose often 53.6 µM), without a hit: top-dose activity, negative = inhibition, hits mostly inhibitors;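 note: Gal4-VP16 expression switched on by copper sulfate through the metallothionein promoter; potency is the fitted concentration of half-maximal effect; % is set by controls: 0 for no effect and ±100 for the full control effect; nearly all actives have a fitted effect of over 50% in size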
RORg inh: blocks mouse ROR gamma transcriptional activity; P51450; Drosophila S2 Gal4-RORgamma UAS-luciferase reporter, 20 h; Potency, µM (top dose mostly 53.6 µM), for the others: at the highest dose activity change, negative = inhibition, usual class: inhibitors; actives 5.4% (n = 310,000); AID 2551; note: potency is the fitted concentration of half-maximal effect; % is set by controls: 0 for no effect and ±100 for the full control effect; nearly all actives have a fitted effect of over 60% in size
Target sequence (P51450 whole entry, looked up, the tested form may be a part): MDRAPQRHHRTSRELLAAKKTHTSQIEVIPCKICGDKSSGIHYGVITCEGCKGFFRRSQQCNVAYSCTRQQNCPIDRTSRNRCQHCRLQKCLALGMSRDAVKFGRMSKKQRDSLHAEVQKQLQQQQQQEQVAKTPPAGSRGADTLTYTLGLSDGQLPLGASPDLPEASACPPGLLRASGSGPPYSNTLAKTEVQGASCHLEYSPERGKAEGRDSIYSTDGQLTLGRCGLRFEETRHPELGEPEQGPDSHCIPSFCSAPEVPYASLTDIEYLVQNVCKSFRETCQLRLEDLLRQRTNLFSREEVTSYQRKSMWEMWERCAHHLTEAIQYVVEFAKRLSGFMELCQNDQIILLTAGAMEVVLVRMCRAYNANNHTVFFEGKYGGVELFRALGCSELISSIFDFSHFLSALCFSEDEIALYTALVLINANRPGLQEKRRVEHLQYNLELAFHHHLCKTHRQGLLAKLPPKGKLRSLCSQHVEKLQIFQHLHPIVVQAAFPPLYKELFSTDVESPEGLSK
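In this cell-based reporter format, copper sulfate (700 uM final) drives Gal4–ROR gamma fusion expression from a metallothionein promoter in Drosophila Schneider cells; compounds preincubated 1 hr, reporter read after 20 hr at ambient temperature.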
p53 reactivator: re-activators of mutant p53 | H1299 p53-A138V BP100-luciferase reporter, luminescence, 24 h | Potency, µM (series often up to 92.2 µM), inactives show at the top dose activity change, positive = activation, hits mostly activators | actives 0.063% (n = 320,000) | AID 504706; note: potency is the fitted concentration of half-maximal effect; % of control where 0% means no effect; nearly all actives have a fitted effect of over 45% in size
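p53-null H1299 cells stably carrying temperature-sensitive p53-A138V and a BP100-luciferase reporter were pinned with compounds (4-point, 1:5 series) and held 24 hrs at 37 deg C. Luminescence was read 10 min after detection reagent.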
NPC1 prom act: NPC1 promoter activation; actives 2.4% (n = 320,000); Huh7 NPC1 promoter luciferase reporter, 24 h; Potency, µM (doses to about 9.22 µM), for inactives: top-dose activation, actives largely listed as activators;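 note: potency is the fitted concentration of half-maximal effect; % of control where 0% means no effect; nearly all actives have a fitted effect of over 60% in size; reporter is driven by a mutant NPC1 promoter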
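Compounds in DMSO were transferred onto Huh7 NPC1-luciferase reporter cells pre-incubated 2 h; after 24 h at 37 °C, Amplite reagent was dispensed and luminescence recorded 10 min later.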
BRCA1 expr act: BRCA1 expression activation; actives 1.1% (n = 380,000); Potency, µM (highest dose often 46.1 µM), for inactives: at the highest dose activation, most hits filed as activators; MCF7-BRCA1-FFLuc reporter, luminescence, 48 h; response scale: scaled: vehicle 0%, 10 µM genistein 100%; AID 624202; note: potency is the fitted concentration of half-maximal effect; nearly all actives have a fitted effect of over 80% in size; some results filed as inactive show a strong effect at the top dose
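MCF7-BRCA1-FFLuc cells, 2000/well in phenol-red-free MEM, attached 2 h then treated 48 h at 37 C. Luciferase luminescence read 15 min after reagent; normalized to genistein maximum activation (10microM) and DMSO, concentration-response fitted.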
Giardia killer: kills Giardia lamblia; Giardia lamblia trophozoite viability; activity change, % at 7.66 µM, hits read low; actives 0.15% (n = 340,000); AID 540267; in the data active = activity change below about -80%; inconclusive = between about -30% and that limit;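 note: parasites exposed to compound for two days anaerobically before the ATP read; % is set by controls: 0 for no effect and ±100 for the full control effect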
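Luminescent ATP signal served as the viability read-out, measured 15-30 min after adding ATP detection reagent to trophozoites that had been incubated with compounds for 48 hrs at 37 deg C anaerobically at 100 cells/well.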
Rab9 prom act: Rab9 promoter activation. Huh7 Rab9 promoter-luciferase reporter, luminescence, 24 h. Potency, µM (titrated, usually from 9.22 µM), inactives show at the top dose activation, negative = inhibition, actives largely listed as activators. actives 2.8% (n = 320,000). AID 485297; note: potency is the fitted concentration of half-maximal effect; % of control where 0% means no effect; nearly all actives have a fitted effect of over 60% in size
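Quantitative HTS format; Huh7 Rab9-luciferase reporter cells (1500/well) receive compound 2 h post-plating, incubate 24 h at 37 °C, then get luciferase reagent for 10 min before luminescence reading.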
An asterisk follows results filed as active; ? = inconclusive; · = not tested or not shown; [ ] = remark or other dose. Unless noted, calls come from the whole dose curve; as a rule, active = well fitted curve in the direction sought with a large enough effect; inconclusive = small, poorly fitted or top-dose-only effect, or another doubt; inactive = no such curve, though single readings can be large; an effect the other way counts as inactive or inconclusive. Not all compounds are listed, so the mix of outcomes need not match the whole.

entry	Compound	FLuc modulator	Menin-MLL TR inh	PKM2 act	ELG1 genotoxic	Gal4-VP16 FLuc	RORg inh	p53 reactivator	NPC1 prom act	BRCA1 expr act	Giardia killer	Rab9 prom act
1	COc1ccc(-c2nn(-c3ccccc3)cc2/C=N/NC(=O)c2ccc3c(c2)OCO3)cc1	?	?	3%	-8%	-26%	2.5µM*	0%	1%	·	·	3%
2	Cc1cc(C(=O)NNC(=O)c2ccc(C)c([N+](=O)[O-])c2)c(C)o1	0%	·	·	2%	·	·	3%	0%	7%	-20	1%
3	Cc1ccc(NC(=O)NC(=O)N(c2ccccc2)S(C)(=O)=O)cc1	?	-2%	1%	9%	1%	20%	?	3%	62%	9	-2%
4	C/C(=N/NS(=O)(=O)c1ccc(C)cc1)c1cccc(NC(=O)c2cccc(Cl)c2)c1	17µM*	?	3%	-11%	0%	38%	-5%	-1%	3%	11	-5%
5	CCOC(=O)c1c(C)n(C)c2ccc(OCC(O)Cn3nc(C)cc3C)cc12 (stereo not drawn)	-1%	?	2%	-18%	13%	10%	-22%	-3%	-3%[1.84 µM]	-12	-8%
6	COC(=O)CC1=C(C(=O)OC)C(c2cc(OC)c(OC)cc2OC)C(C#N)=C(N)O1 (stereo not drawn)	0%	·	-5%	-12%	-2%	0%	-4%	0%	1%	-4	-4%
7	CCOc1cc(C(=O)Nc2cnccn2)cc(OCC)c1OCC	2%	-2%	-1%	-4%	-6%	50%	-1%	16%	-92%	7	13%
8	CC1=NN=C(c2ccccc2)C(c2c[nH]c3ccccc23)N1O (stereo not drawn)	0%	-11%	8%	2%	-6%	5%	7%	-4%	-23%	-11	-3%
9	COC(=O)C1CCN(C(=O)CN2C(=O)NC(CCc3ccccc3)C2=O)CC1 (stereo not drawn)	-2%	1%	-1%	-4%	0%	8%	1%	-1%	-2%	36[activator]	-3%
10	COc1ccc(C[C@@H]2CN3C(=NC[C@@H]3C)N2C[C@H](C)NC(=O)c2ccc(C)c(Br)c2)cc1	5%	?	1%	-6%	2%	2%	-2%	-4%	-19%	-12	-3%
11	O=C(N/N=C/c1cccc(O)c1)c1ccc(COc2ccc3c(c2)CCC3)o1	19µM*	18%	-2%	?	12%	30%	?	?	42%	11	?
12	CSc1ncccc1C(=O)Nc1ncc(C)s1	-13%	4%	·	0%	-21%	11µM*	1%	9%	1%	-11	-11%
13	O=S(=O)(c1ccc(Cl)c(NC(=S)Nc2ccccc2N2CCOCC2)c1)N1CCOCC1	0%	11%	0%	-3%	-7%	?	-4%	1%	-22%	-13	-2%
14	N#Cc1cc2c(=O)n3ccccc3nc2n(CCCN2CCOCC2)c1=O	0%	-4%	-4%	8%	-3%	?	?	-2%	11%	-2	5%
15	Cc1ccc(C(C)NC(=O)c2ccncc2)c(C)c1 (stereo not drawn)	-3%	13%	-3%	-8%	·	·	·	-5%	-14%	20	1%
16	O=c1oc2ccccc2cc1C1=Nn2c(nnc2-c2cccnc2)SC1	7%	-8%	3%	0%	-6%	-17%	?	-1%	8%	-3	-7%
17	CC(NC(=O)CN1C(=O)NC2(CCc3ccccc32)C1=O)c1ccccc1 (stereo not drawn)	-2%	·	·	1%	·	·	-4%	1%	-5%	1	-3%
18	Cc1c(Cc2ccccc2)sc(NC(=O)C(C)(C)C)c1C(N)=O	-1%	37%[activator]	-1%	-5%	-12%	?	-1%	-4%	-34%	4	2%
19	COc1ccc(S(=O)(=O)N2CCOC2CNC(=O)C(=O)NCCc2ccc(OC)c(OC)c2)cc1 (stereo not drawn)	-2%	-4%	2%	-5%	?	?	-3%	-2%	-36%	10	-1%
20	O=C(NCCO)/C(=C\c1ccco1)NC(=O)c1cccs1	1%	3%	-3%	2%	20%	?	2%	0%	-16%	-6	-3%
21	COc1ccc(NC(=O)c2oc3ccccc3c2NC(=O)c2ccco2)cc1	13µM*	20%	2%	-9%	7%	62%	1%	-2%	-13%	5	-5%
22	Cc1cc(NC(=O)COC(=O)C2CC(=O)N(c3ccc(C)c(Cl)c3)C2)no1 (stereo not drawn)	2%	20%	-4%	0%	-5%	-14%	1%	2%	-6%	3	-1%
23	O=C(NCCNc1ccc([N+](=O)[O-])cc1C(F)(F)F)c1cccc(F)c1	1%	19%	1%	-2%	-2%	?	-25%	-8%	-67%	-14	-1%
24	CC(C)NS(=O)(=O)c1ccc(CCC(=O)NCc2ccc3c(c2)OCO3)cc1	3%	18%	8%	-2%	9%	-26%	-5%	-1%	-1%	-3	-2%
25	Cc1c(C(=O)N2CC[C@@H](N3CCC(O)CC3)[C@H](O)C2)[nH]c2ccc(Cl)cc12	1%	0%	·	3%	-4%	1%	-8%	-3%	2%	-16	0%
26	O=C(CN1CCN(S(=O)(=O)c2ccccc2)CC1)Nc1ccccc1C(=O)NC1CC1	·	·	·	-1%	·	·	3%	0%	13%	-9	-1%
27	Cc1ccc(S(=O)(=O)NCc2ccc3c(c2)cc(C)n3C)cc1	0%	?	2%	9%	-2%	?	2%	-2%	8%	0	1%
28	Cc1nnc(SCC(=O)N2CC(=O)Nc3ccccc32)n1Cc1ccccc1	-1%	-9%	2%	2%	-8%	14%	-5%	0%	0%	-10	-3%
29	OCC[C@@H]1C[C@H](O)[C@@H](O)[C@]2(CCc3ccccc3O2)O1	6%	9%	-1%	4%	0%	1%	·	2%	-6%	18	-2%
30	COc1cc(C(=O)N2CCc3ccccc32)cc(OC)c1OC	0%	-24%	-4%	4%	-1%	32%	-1%	-2%	-35%	-10	-4%

Entries of single compounds, looked up by structure:
Profile of CC(NC(=O)CN1C(=O)NC2(CCc3ccccc32)C1=O)c1ccccc1 (stereo not drawn) → FLuc modulator = -2%; Menin-MLL TR inh = ·; PKM2 act = ·; ELG1 genotoxic = 1%; Gal4-VP16 FLuc = ·; RORg inh = ·; p53 reactivator = -4%; NPC1 prom act = 1%; BRCA1 expr act = -5%; Giardia killer = 1; Rab9 prom act = -3%
Profile of CC(C)NS(=O)(=O)c1ccc(CCC(=O)NCc2ccc3c(c2)OCO3)cc1 → FLuc modulator = 3%; Menin-MLL TR inh = 18%; PKM2 act = 8%; ELG1 genotoxic = -2%; Gal4-VP16 FLuc = 9%; RORg inh = -26%; p53 reactivator = -5%; NPC1 prom act = -1%; BRCA1 expr act = -1%; Giardia killer = -3; Rab9 prom act = -2%

Results in BRCA1 expr act (two entries from above):
| # | smiles | BRCA1 expr act |
| --- | --- | --- |
| 5 | CCOC(=O)c1c(C)n(C)c2ccc(OCC(O)Cn3nc(C)cc3C)cc12 (stereo not drawn) | -3%[1.84 µM] |
| 6 | COC(=O)CC1=C(C(=O)OC)C(c2cc(OC)c(OC)cc2OC)C(C#N)=C(N)O1 (stereo not drawn) | 1% |

(further entries)
entry	Compound	FLuc modulator	Menin-MLL TR inh	PKM2 act	ELG1 genotoxic	Gal4-VP16 FLuc	RORg inh	p53 reactivator	NPC1 prom act	BRCA1 expr act	Giardia killer	Rab9 prom act
31	CCn1c(SCC(=O)c2ccc(Cl)s2)nnc1-c1cccs1	17µM*	4%	5%	15%	1%	?	19%	16%	?	9	11%
32	O=C(Nc1cccn(Cc2c(Cl)cccc2Cl)c1=O)c1c(Cl)cccc1Cl	6%	·	5%	-6%	-9%	25%	-6%	-2%	-71%	-6	1%
33	CCCCCCCC(=O)Nc1cc(C(=O)NCc2ccc(C)cc2)ccc1N1CCC2(CC1)CC(c1cccc(Br)c1)=NO2	14%	·	·	7%	·	·	0%	-3%	2%	10	-1%
34	COc1ccc(CN(C(=O)c2ccccc2OC)C2CCS(=O)(=O)C2)cc1 (stereo not drawn)	3%	-8%	2%	0%	6%	?	-7%	7%	3%	7	0%
35	COc1ccc(Nc2nc(-c3cccc([N+](=O)[O-])c3)nc3ccccc23)c(OC)c1	5%	?	-1%	8%	-8%	31%	-1%	-4%	-50%	-8	-7%
36	COc1cc(OC)cc(C(=O)N/N=C/c2ccc(OC)c(COc3ccc4ccccc4c3)c2)c1	-6%	·	2%	0%	-7%	25%	-4%	-3%	-64%	-5	0%

Source: PubChem BioAssay
